BLM helicase inh: qHTS Assay for Inhibitors of Bloom's syndrome helicase (BLM) | 0.2% of 350,000 active | RecQ-like DNA helicase BLM (Homo sapiens), P54132 | Potency, µM (highest dose often 56.1 µM), without a hit: at the highest dose activity change, negative = inhibition, most hits filed as inhibitors | recombinant BLM DNA unwinding, fluorescence dequenching;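 also: potency is read from the fitted curve at half-maximal effect; plate controls were vehicle for no effect and no enzyme for full effect; nearly all actives have a fitted effect of over 35% in size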
RXFP1 antagonist: qHTS Assay for Antagonists of the Relaxin Receptor RXFP1 | Relaxin receptor 1 (Homo sapiens), Q9HBX9 | HEK293-RXFP1, relaxin-stimulated cAMP HTRF, 30 min; hits give low values | activity change, negative = inhibition, % at 57.5 µM | 0.59% of 350,000 active;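 active = activity change of -60% or lower, but not beyond a set lower limit; inconclusive = change between -60% and -40%, or beyond the set limit; inactive = change above -40%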; also: % is scaled to controls: 0 for no effect and ±100 for the full control effect
Tb PGK inh: qHTS Assay to Find Inhibitors of Phosphoglycerate Kinase; AID 602233, 2012; Phosphoglycerate kinase, glycosomal (Trypanosoma brucei brucei), P07378; Potency, µM (series often up to 57.5 µM), for inactives: top-dose activity change, negative = inhibition, most hits filed as inhibitors; PGK/GAPDH coupled, Kinase-Glo luminescence, 60 min; 0.043% of 380,000 active; also: potency is read from the fitted curve at half-maximal effect; % is scaled to controls: 0 for no effect and ±100 for the full control effect; nearly all actives have a fitted effect of over 60% in size
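Luminescent ATP detection (Kinase-Glo Plus) follows a 60-minute room-temperature incubation, with wells lacking PGK as controls. Buffer: 100 mM TEA (pH 7.6), 5 mM MgCl2, 0.01% Tween-20. Coupling enzyme GAPDH (100 nM final) supplies unstable 1,3-BPG in-well.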
POLH inh: qHTS for Inhibitors of Polymerase Eta; DNA polymerase eta (Homo sapiens), Q9Y253; recombinant Pol eta, fluorescent DNA replication assay; Potency, µM (highest dose often 114 µM), for the others: at the top dose activity change, negative = inhibition, most hits filed as inhibitors; 1.2% of 390,000 active; AID 588591, 2011; also: potency is read from the fitted curve at half-maximal effect; % is scaled to controls: 0 for no effect and ±100 for the full control effect
Target sequence (Q9Y253 whole entry, looked up): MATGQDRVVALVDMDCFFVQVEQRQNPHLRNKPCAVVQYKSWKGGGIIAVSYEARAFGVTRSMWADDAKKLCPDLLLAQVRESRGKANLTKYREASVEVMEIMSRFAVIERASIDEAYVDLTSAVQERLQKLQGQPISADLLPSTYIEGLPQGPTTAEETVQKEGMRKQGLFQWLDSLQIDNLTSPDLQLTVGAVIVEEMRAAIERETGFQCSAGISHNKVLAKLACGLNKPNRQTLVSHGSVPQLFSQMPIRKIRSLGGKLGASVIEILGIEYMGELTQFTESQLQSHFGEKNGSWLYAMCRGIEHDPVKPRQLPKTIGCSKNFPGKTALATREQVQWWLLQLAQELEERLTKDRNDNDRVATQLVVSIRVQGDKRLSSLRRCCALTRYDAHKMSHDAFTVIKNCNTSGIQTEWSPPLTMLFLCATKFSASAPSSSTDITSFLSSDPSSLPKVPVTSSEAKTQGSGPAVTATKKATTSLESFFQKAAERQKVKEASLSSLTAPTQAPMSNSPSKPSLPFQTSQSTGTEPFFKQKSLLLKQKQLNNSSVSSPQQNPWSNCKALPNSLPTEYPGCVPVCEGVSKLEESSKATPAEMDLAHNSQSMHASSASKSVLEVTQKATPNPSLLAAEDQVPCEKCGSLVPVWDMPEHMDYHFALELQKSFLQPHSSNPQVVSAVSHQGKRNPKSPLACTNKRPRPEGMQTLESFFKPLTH
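Pol eta (10 nM) was preincubated with compounds for 15 min at room temperature, after which fluorescent replication substrate (50 nM final) was added to start the reaction. Fluorescence was read kinetically at 0 and 10 min.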
POLB inh: qHTS Assay for Inhibitors of DNA Polymerase Beta; P06746; Pol beta primer extension/strand displacement, fluorescence kinetic; Potency, µM (titrated, usually from 114 µM), for the others: at the highest dose activity change, negative = inhibition, most hits filed as inhibitors; 1.3% of 340,000 active; AID 485314, 2010; also: potency is read from the fitted curve at half-maximal effect; % is scaled to controls: 0 for no effect and ±100 for the full control effect
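Human Pol beta at 10 nM; strand-displacement substrate 50 nM final. Compound exposure 15 min at room temperature before start, reaction 10 min at room temperature.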
POLI inh: qHTS for Inhibitors of Polymerase Iota. DNA polymerase iota (Homo sapiens), Q9UNA4. Pol iota fluorescent replication assay, 10 min. Potency, µM (highest dose often 115 µM), for the others: at the top dose activity, negative = inhibition, most hits filed as inhibitors. 1% of 390,000 active. AID 588590, 2011; also: potency is read from the fitted curve at half-maximal effect
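Pol iota at 10 nM preincubated 15 min with compounds at room temperature; reaction started with fluorescent substrate, 50 nM final. Fluorescence read kinetically at 0 and 10 min; buffer-only wells as negative control.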
Pol kappa inh: qHTS for Inhibitors of Polymerase Kappa; DNA polymerase kappa (Homo sapiens), Q9UBT6; purified Pol kappa, fluorescent DNA synthesis assay, 10 min; Potency, µM (doses to about 107 µM), without a hit: at the highest dose activity, negative = inhibition, usual class: inhibitors; 0.53% of 400,000 active; AID 588579, 2011; also: potency is read from the fitted curve at half-maximal effect; % is scaled to controls: 0 for no effect and ±100 for the full control effect
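Fluorescent qHTS in 1536-well format: enzyme (10 nM) and compound sat 15 min at room temperature before 50 nM substrate (final) was added. Signal taken at 0 and 10 min; no-enzyme buffer wells were negative controls.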
APEX1 inh: qHTS Assay for Inhibitors of the Human Apurinic/apyrimidinic Endonuclease 1 (APE1) | AID 2517, 2012 | Potency, µM (top dose mostly 65.8 µM), for inactives: at the top dose activity change, negative = inhibition, usual class: inhibitors | 0.35% of 350,000 active | DNA repair nuclease/redox regulator APEX1 (Homo sapiens), P27695 | recombinant APE1, TAMRA/BHQ-2 abasic DNA cleavage fluorescence;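 also: potency is read from the fitted curve at half-maximal effect; plate controls were vehicle for no effect and reference inhibitor for full effect; nearly all actives have a fitted effect of over 55% in size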
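APE1 at 0.75 nM final was preincubated with compound 15 min at room temperature, then 50 nM double-stranded THF abasic-site substrate (5'-TAMRA/3'-BHQ-2) was added. Fluorescence (ex 525/em 598 nm) was read kinetically; third-minus-first read gave activity.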
Anesthetic bind: qHTS Assay for Identification of Novel General Anesthetics; Ferritin light chain (Equus caballus), P02791; apoferritin/1-aminoanthracene competitive binding, fluorescence; Potency, µM (titrated, usually from 77.5 µM), for inactives: top-dose activity change, negative = displacement, actives largely listed as inhibitors; 0.074% of 350,000 active; also: potency is read from the fitted curve at half-maximal effect; % is scaled to controls: 0 for no effect and ±100 for the full control effect; nearly all actives have a fitted effect of over 20% in size
Target sequence (P02791 2-175 limits assumed): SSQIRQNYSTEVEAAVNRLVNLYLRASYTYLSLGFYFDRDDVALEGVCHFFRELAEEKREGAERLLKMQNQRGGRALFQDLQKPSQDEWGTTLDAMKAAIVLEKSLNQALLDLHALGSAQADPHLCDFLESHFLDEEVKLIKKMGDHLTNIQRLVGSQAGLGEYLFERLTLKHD
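Horse-spleen apoferritin (10 uM) was mixed with 50% saturated 1-aminoanthracene in PBS, exposed to compounds for 10 min at room temperature, and read for fluorescence (ex 380 nm, em 535 nm). Competitive displacement was fitted with a four-parameter Hill equation.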
Active calls of the source: *; i = inactive; ? = inconclusive; . = not tested or not shown; & = joins results of further samples; [ ] = dose if it differs, or a comment. Unless noted, calls follow the shape of the dose curve; as a rule, active = well fitted curve in the direction sought with a large enough effect; inconclusive = small, poorly fitted or top-dose-only effect, or another doubt; inactive = no such curve, though single readings can be large; an effect the other way counts as inactive or inconclusive. A portion of the library; count on the stated rates, not on these rows.

Results follow in this order: BLM helicase inh	RXFP1 antagonist	Tb PGK inh	POLH inh	POLB inh	POLI inh	Pol kappa inh	APEX1 inh	Anesthetic bind
1) CCOC(=O)Nc1ccc([N+](=O)[O-])cc1C
  3%	4	i	-10%	2%[57.1 µM]	16%	-6%	0%	-11%
2) Clc1ccccc1-c1nc(N2CCNCC2)c2ccccc2n1
  1%	.	.	.	.	.	-2%[60.1 µM]	-1%	-10%
3) CCOC(=O)C[C@H]1c2cc(F)ccc2S(=O)(=O)N1C1CCCCC1
  .	.	-2%	-16%	.	25%&10%	-10%&-20%	.	.
4) O=Cc1c(Sc2ccccc2)nc2ccccn2c1=O
  2%	-1	0%	-22%	-15%	-2%	1%	6%	?
5) CCn1nnc(-c2ccccc2NC(=O)C(F)(F)F)n1
  -4%	-6	-7%	5%	24%	30%[activator]	-8%	?	-9%
6) COc1ccc(C(C)=O)cc1COC(=O)c1ccc(S(=O)(=O)N2CCOCC2)cc1
  -2%	8	-2%	-4%	-5%	-1%	-13%	-3%	-1%
7) O=C(CSc1nnnn1C1CCCCC1)NNC(=O)c1ccco1
  -1%	0	-6%	7%	-4%	-7%	-3%	7%	-2%
8) COc1ccc(CNc2ccnc(-c3ccccc3C(F)(F)F)n2)c(OC)c1
  -2%	.	.	.	.	.	-10%[60.1 µM]	-1%	-7%
9) CC1Cc2cc(S(=O)(=O)NCc3ccccc3)ccc2N1C(=O)C1CCC1 (stereo not given)
  -4%&1%	-1&-2	1%&-8%	-2%&-15%	11%&0%	35%&1%[activator]	-9%&0%	17%	-6%&0%
10) O=C1c2ccccc2NC(c2ccc(-c3cccc(Cl)c3)o2)N1O (stereo not given)
  -6%	-5	i	-16%	2%	-16%[58.9 µM]	-15%	-4%	-22%
11) CC(=O)c1ccc(-n2nnnc2SCC(=O)NC2CCCCC2)cc1
  -4%	-12	-8%	-13%	3%	?	1%	-1%	6%
12) Cn1c(=O)c2cc(C(=O)NC3CCCCCC3)sc2c2ccccc21
  ?	11	14%	?	8.9µM*	-7%	-14%	.	-5%
13) COCC(C)n1c(C)cc(C(=O)COC(=O)CCc2nc3ccccc3c(=O)[nH]2)c1C (stereo not given)
  1%	-7	-6%	-4%	-3%	0%	-24%	17%	-10%
14) O=C(NC1CCCCCC1)c1cc(S(=O)(=O)N2CCC3(CC2)OCCO3)ccc1F
  4%	4	-3%	-6%	13%	8%	-6%	-2%	-2%
15) O=C(CSc1ncc(-c2ccccc2)[nH]1)Nc1ccc(F)cc1F
  -4%	-17	-10%	-21%	2%	-5%	-25%	.	-19%
16) Cc1ccccc1NC(=O)c1ccc2c(c1)c(C)c(C)n2Cc1ccccc1
  -3%	-15	-2%	-7%	-1%	36%[activator]	2%	.	-1%
17) Cc1cccc(NC(=O)CSCC(=O)Nc2cc(Cl)ccc2N2CCOCC2)c1
  .	-9	-14%	-12%	.	26%	-6%	-5%	.
18) CCOc1ccc(/C=C/C(=O)OCC(=O)NCCc2ccc(OCC)c(OCC)c2)cc1OC
  .	-4	5%	-14%	.	25%	-22%	-14%	.
19) COc1ccc2[nH]c3nc(SCC(=O)NC4CC4)nnc3c2c1
  -5%	-20	-4%	14%	3%	14%	-13%	58%[activator]	-3%
20) CC(=O)N1c2ccccc2C(=O)C1N1CCN(c2cccc(C)c2C)CC1 (stereo not given)
  0%	-6	-10%	-9%	5%	1%	6%	.	-11%
21) Cc1[nH]n(-c2ncc(-c3ccccc3)s2)c(=O)c1C(c1ccc(Br)cc1)C(C#N)C#N (stereo not given)
  ?	?	-8%	22µM*	45µM*	?	?	3%	-5%
22) O=C(CCNS(=O)(=O)c1cccc2nsnc12)NC1CCN(Cc2ccccc2)CC1
  2%	-5	-11%	-5%	0%	8%	-1%	1%	-8%
23) CCn1cc(C(=O)NCCc2ccc(Cl)cc2)c(=O)c2cc(S(=O)(=O)N3CCOCC3)ccc21
  -5%	.	-4%	-8%	0%	27%	-12%	.	-3%
24) CC(=O)NCc1c(I)c(NC(C)=O)c(I)c(C(=O)O)c1I
  36%[activator]	8	.	.	.	.	-7%[60.1 µM]	1%	9%
25) c1cc2c(cn1)cnc1cscc12
  -8%	1	-1%	-21%	5%	13%	2%[60.1 µM]	-8%	7%
26) CC1=C(C)CC2C(C1)C(=O)c1ccc(Br)cc1S2(=O)=O (stereo not given)
  .	.	6%	-16%	.	36%[activator]	6%	14%	.
27) Cc1ccc(OCC(=O)N2CCN(C(=O)c3ccncc3)CC2)cc1
  -3%	6	-5%	-11%	-1%	33%[activator]	1%	0%	-4%
28) COc1ccccc1-n1cccc1C=O
  -4%	1	-9%	-10%	20%	25%	-7%	14%	-3%
29) O=C(CCNC(=O)C1CCN(S(=O)(=O)c2ccccc2)CC1)NCCc1cccc(F)c1
  1%	9	-1%	2%	44%	11%	-16%	52%[activator]	-1%
30) COc1ccccc1/C=C1/C(=O)N(c2cc(C)cc(C)c2)C(c2cccc([N+](=O)[O-])c2)S1(=O)=O (stereo not given)
  -2%	-21	-3%	-9%	-14%	70%[activator]	-2%	8%	-2%
31) CC(C)S(=O)(=O)C1=NSC2=NC(=O)/C(=C\c3ccc(-c4ccccc4)o3)C(=N)N21
  -16%	4	-5%	18µM*	79µM*	-12%	?	2%	-7%
32) O=C(Nc1ccc(C(=O)Oc2ccccc2)c(O)c1)c1ccccc1
  -14%	0	-3%	-17%	11%	9%	-17%	-3%	-17%
33) CCn1nc(C(=O)NNC(=O)c2ccccc2OCc2c(C)noc2C)c2ccccc2c1=O
  .	-5	-5%	-8%	.	-8%	-11%	-5%	.
34) Cc1ccc(NC(=O)CCCC(=O)OC(C)C(=O)c2ccccc2)cc1 (stereo not given)
  -6%	-31	4%	-14%	10%	43%[activator]	1%	4%	?
35) COc1ccccc1Nc1nc(NCCO)nc(N)c1[N+](=O)[O-]
  1%	11	-7%	-4%	5%	60%[activator]	3%	-3%	-1%
36) COc1ccc(C(=O)OCC(=O)N2CCC(C)CC2)cc1S(=O)(=O)N1CCOCC1
  .	-9	4%	-10%	.	27%	-23%	10%	.
37) O=C(Nc1ccc(OC(=O)c2cccnc2)cc1)c1cccnc1
  0%	-10	i	11%	19%	24%	-4%	8%	-7%
38) Cc1ccc(Cl)cc1-n1c(=O)cc(N2CCN(c3ccccc3)CC2)[nH]c1=O
  -1%	-12	i	-12%	24%	13%	-3%[60.1 µM]	.	1%
39) Cc1oc(-c2ccccc2Cl)nc1CS(=O)CC(=O)N1CCN(c2ccccc2)CC1 (stereo not given)
  2%	1	-1%	-16%	-3%	23%	8%	4%	-11%
40) O=C(NCCCCCCCCCNC(=O)C(F)(F)F)C(F)(F)F
  0%	1	2%	-15%	2%	15%	-5%	2%	-15%

Limited to POLI inh, RXFP1 antagonist and APEX1 inh, for 2 of the compounds above:
| nr | smiles | POLI inh | RXFP1 antagonist | APEX1 inh |
| --- | --- | --- | --- | --- |
| 34 | Cc1ccc(NC(=O)CCCC(=O)OC(C)C(=O)c2ccccc2)cc1 (stereo not given) | 43%[activator] | -31 | 4% |
| 35 | COc1ccccc1Nc1nc(NCCO)nc(N)c1[N+](=O)[O-] | 60%[activator] | 11 | -3% |

Following part:
Results follow in this order: BLM helicase inh	RXFP1 antagonist	Tb PGK inh	POLH inh	POLB inh	POLI inh	Pol kappa inh	APEX1 inh	Anesthetic bind
41) Cc1ccc(CNC(=O)c2cccc(Nc3nc4ccccc4n4nnnc34)c2)cc1
  -6%	-17	-7%	-9%	9%	9%	-2%	.	-8%
42) COc1ccc(N(C)C(=O)Nc2ccc3nsnc3c2)cc1
  -3%	-7	-2%	-6%	?	84%	5%	2%	142%[activator]
43) CCn1c(SCc2ccc(F)cc2)nc2c(c1=O)SCC2
  -2%	-24	5%	-7%	?	200%[activator]	-1%	-1%	-12%
44) Cc1ccc(Cc2c(C)nc3nc(SCC(=O)NCCCN4CCCCCC4)nn3c2C)cc1
  1%	-13	1%	-8%	83%	-16%	6%	-4%	-2%
45) O=C(CCSCCC(=O)Nc1c(F)c(F)c(F)c(F)c1F)Nc1c(F)c(F)c(F)c(F)c1F
  -1%	-9	1%	-5%	12%	-4%	-3%	-7%	-8%
46) Cc1cccc(NC(=O)CCNS(=O)(=O)c2ccc3[nH]c(=O)oc3c2)c1
  0%	6	-2%	?	-10%	-20%	?	76%[activator]	-4%
47) CCCc1cc(C(=O)Nc2ccc(C)cc2)no1
  1%	1	-6%	-9%	30%	17%	-5%	-2%	-13%
48) CC1(C)CC(=O)C(/C=N/c2ccccn2)=C(O)C1
  8%	-8	.	0%	1%	-19%	-7%	-3%	-16%
49) Cc1ccc(Cl)cc1NC(=O)COC(=O)Cn1cnc2c1c(=O)n(C)c(=O)n2C
  2%	14	-3%	2%	3%	47%[activator]	-15%	-1%	-2%
50) CCOC(=O)C1=NN(c2ccc(C)cc2)CC1C(=O)OC (stereo not given)
  0%	.	-10%	-12%	18%	29%	0%	10%	64%[activator]
51) O=C(CNC(=O)c1ccc(Cl)cc1)OCC(=O)N1CCCC1
  0%	-3	-9%	-13%	?	170%[activator]	-4%	4%	-3%
